# Neddylation inh: inhibitors of cullin neddylation, primary screen, biochemical, TR-FRET, uHTS, NAE and Ubc12; calls only at 25 µM; 360,000 compounds, 0.58% hits; in the data active = inhibition above about 36%
# E coli Lon inh: inhibitors of E. coli Lon protease, primary screen, biochemical, fluorescence polarization; 360,000 compounds, 0.42% hits; P0A9M0; purified E. coli Lon protease; AID 602123, 2011; inhibition, % at 7.94 µM; in the data active = inhibition above about 13%, passing the limit was not always enough;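 note: 0% = enzyme with probe and DMSO and 100% = no enzyme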
# Target sequence (P0A9M0 whole entry, looked up): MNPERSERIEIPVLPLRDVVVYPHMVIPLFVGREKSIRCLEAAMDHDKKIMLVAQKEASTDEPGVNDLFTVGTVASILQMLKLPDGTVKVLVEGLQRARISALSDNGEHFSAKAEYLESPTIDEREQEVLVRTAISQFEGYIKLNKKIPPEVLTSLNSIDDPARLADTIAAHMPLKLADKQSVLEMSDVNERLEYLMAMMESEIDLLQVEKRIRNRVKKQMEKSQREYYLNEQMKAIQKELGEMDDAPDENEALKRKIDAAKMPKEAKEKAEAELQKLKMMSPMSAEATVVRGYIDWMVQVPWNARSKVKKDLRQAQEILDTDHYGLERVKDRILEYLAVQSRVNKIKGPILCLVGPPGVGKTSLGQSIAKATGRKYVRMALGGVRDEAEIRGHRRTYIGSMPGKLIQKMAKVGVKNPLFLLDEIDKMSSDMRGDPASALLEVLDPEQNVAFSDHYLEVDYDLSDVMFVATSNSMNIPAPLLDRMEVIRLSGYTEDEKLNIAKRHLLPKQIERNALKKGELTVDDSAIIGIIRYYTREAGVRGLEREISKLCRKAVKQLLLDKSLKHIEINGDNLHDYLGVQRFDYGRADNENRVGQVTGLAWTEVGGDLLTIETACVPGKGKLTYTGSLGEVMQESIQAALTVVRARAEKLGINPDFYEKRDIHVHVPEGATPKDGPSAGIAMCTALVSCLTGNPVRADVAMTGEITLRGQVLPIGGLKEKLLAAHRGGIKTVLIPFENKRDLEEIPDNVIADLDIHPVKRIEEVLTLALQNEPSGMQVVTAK
# CendR NRP1 mod: modulators of CendR peptide binding to NRP-1, primary screen, biochemical, fluorescence polarization, uHTS | Neuropilin-1 (Homo sapiens), O14786 | FAM-RPARPAR peptide binding to NRP-1 | inhibition, % at 25 µM | 360,000 compounds, 0.85% hits | AID 602438, 2012;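 active = inhibition or corrected inhibition above about 18%, plus a signal ratio from 0.5 to 1.5, limit read from the data, passing the limit was not always enough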; note: strong numbers were not always called active
# MT1-MMP act inh: blockers of MT1-MMP proenzyme processing, primary screen, HT1080 RFP-PRO-GFP cells, GFP/RFP fluorescence; GFP/RFP ratio fluorescence, overnight; percent of plate control window, DMSO zero; AID 651647, 2012; 360,000 compounds, 0.061% hits; GFP/RFP ratio change, % at 20 µM;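 active = GFP/RFP ratio change of at least 30% with cell ATP level not reduced by more than half and red fluorescence within 50% of control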; note: strong numbers were not always called active
#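 Material: RFP-PRO-GFP reporter HT1080 cells. Dosing: single-point 20 µM compound, 1% DMSO. Controls: DMSO and RFP-L50D-GFP cell wells. Timing: cells overnight before dosing, compound overnight, 37 °C, 5% CO2. Measure: GFP/RFP fluorescence ratio.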
# SKN-1 block: suppressors of acrylamide-induced Pgst-4::GFP reporter in worms, primary screen, SKN-1 inhibitor project, whole organism, uHTS, GFP/RFP fluorescence ratio, strain VP596 | C. elegans VP596 Pgst-4::GFP/RFP ratio, 24 h | inhibition, % at 21.8 µM | 360,000 compounds, 0.49% hits;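 active = interference check ratio from 0.5 to 1.5 plus GFP to RFP signal ratio inhibition reaching or exceeding a fixed threshold, cut at about 30% in these data, passing the limit was not always enough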; note: some compounds called inactive have numbers as strong as hits
# FAS TE block: FAS thioesterase domain inhibitors, primary screen, biochemical, fluorescence intensity, uHTS; inhibition, % at 15 µM; Fatty acid synthase (Homo sapiens), P49327; recombinant FAS-TE, OMFH fluorogenic substrate, fluorescence endpoint; AID 602261, 2012; 360,000 compounds, 0.67% hits;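 active = compounds whose normalised, plate-corrected inhibition of enzyme fluorescence in the single-dose primary screen is 50% or more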;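 note: 0% = DMSO with enzyme and 100% = substrate without enzyme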
# MsrA inh: bovine MsrA enzyme inhibitors, primary screen, biochemical, absorbance, HTS; Methionine sulfoxide reductase A (Bos taurus); 360,000 compounds, 0.75% hits; purified bovine MsrA, absorbance read-out; inhibition, % at 15.5 µM; in the data active = inhibition above about 4.5%;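 note: 0% = vehicle wells with enzyme and 100% = reference inhibitor wells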
# Rin1-Abl PPI inh: inhibitors of Rin1-Abl protein binding, primary screen, biochemical, TR-FRET; inhibition, % at 7.35 µM; 360,000 compounds, 0.4% hits; in the data active = inhibition above about 5%, passing the limit was not always enough
# MsrA act: bovine MsrA enzyme activators, primary screen, biochemical, absorbance, HTS; Methionine sulfoxide reductase A (Bos taurus); purified bovine MsrA, absorbance read-out; activation, % at 10.6 µM; 360,000 compounds, 0.3% hits; in the data active = activation above about 7.5%;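 note: 0% = vehicle and 100% = reference activator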
# * = called active by the depositor; i = inactive; x = not tested or not shown; + = active, no number. An unsorted share of the library; any-hit rate near 4.2%.
1: COC(=O)COc1ccc2c(=O)c(-c3ccccc3)coc2c1
2: CC1CCC/C(=N\NC(=S)Nc2ccccc2)C1 (configuration not stated)
3: O=S(=O)(NCCc1ccc(Cl)cc1)c1cccs1
4: COc1cc(NC(=O)c2ccc(OC)c([N+](=O)[O-])c2)ccc1NC(=O)c1ccco1
5: O=C(OCc1ccc2c(c1)OCO2)c1ccc(S(=O)(=O)N2CCCCC2)cc1
6: CNC(=S)N/N=C(\C)c1ccc(-n2ccnc2)cc1
7: Cc1ccc(-n2c(-c3ccncc3)n[nH]c2=S)c(C)c1
8: COc1ccc(C2/C(=C(\O)c3ccc(OC)c(Cl)c3)C(=O)C(=O)N2CCN(C)C)cc1 (configuration not stated)
assay / compound	1	2	3	4	5	6	7	8
Neddylation inh	i	i	i	i	i	i	i	i
E coli Lon inh	-1	1	-11	7	1	-18	3	-6
CendR NRP1 mod	4	2	-8	-4	-9	-65	7	4
MT1-MMP act inh	5	3	-1	5	3	-6	1	5
SKN-1 block	7	9	-4	-6	14	11	-6	-13
FAS TE block	0	-4	1	0	0	-5	-4	-1
MsrA inh	-0.2	0.0	-0.7	-0.3	0.8	-0.3	0.0	0.9
Rin1-Abl PPI inh	-4	2	-2	0	2	1	-1	3
MsrA act	-1	-4	-2	-12	-1	-1	-3	1

# Down the list, from the results shown.
# Entries 1 to 8 in CendR NRP1 mod, in turn: 4, 2, -8, -4, -9, -65, 7, 4
# Entries 1 to 8 in FAS TE block, in turn: 0, -4, 1, 0, 0, -5, -4, -1
# Entries 1 to 8 in Rin1-Abl PPI inh, in turn: -4, 2, -2, 0, 2, 1, -1, 3

# Following part.
9: C=CCC1CCCCC1=C(C#N)c1ccccc1 (configuration not stated)
10: Cc1ccc(N(CC(O)CN2CCOCC2)S(=O)(=O)c2ccc([N+](=O)[O-])cc2)cc1 (configuration not stated)
11: CN1CCN(/N=C/c2ccc(Br)cc2)CC1
12: Cc1ccc(-c2nnc(N)o2)cc1
13: O=C(NC1CC1)C1=C[C@H](C2CCCCC2)C[C@H](OCCCCO)O1
14: Cc1nn(Cc2ccc(Cl)cc2Cl)c(C)c1NC(=O)c1nc2n(n1)C(C(F)F)CC(C)N2 (configuration not stated)
15: CC1(C)CC(=O)C2=C(C1)N(Cc1ccco1)C(=O)C2(NC(=O)c1ccc(Cl)cc1Cl)C(F)(F)F (configuration not stated)
16: CCn1c(O)c(C=Nc2ccccc2)sc1=O
assay / compound	9	10	11	12	13	14	15	16
Neddylation inh	i	i	i	i	i	i	i	i
E coli Lon inh	-7	17*	12	-1	8	5	-11	7
CendR NRP1 mod	-1	0	-1	-5	13	7	2	-5
MT1-MMP act inh	-1	2	3	-5	2	3	-5	-6
SKN-1 block	46*	2	11	10	-14	-7	19	14
FAS TE block	18	13	-2	-10	-5	-3	0	-6
MsrA inh	-1.7	-0.7	0.8	0.8	-0.4	0.7	1.6	1.9
Rin1-Abl PPI inh	0	2	1	-1	3	-1	1	0
MsrA act	-1	-7	-5	-3	-3	-2	-4	-4

17: Cc1cc(C)cc(OCC(=O)Nc2ccc(N3CCCC3)cc2)c1
18: CCNC1=C(Cl)C(=O)c2ccccc2C1=O
19: O=C(Nc1cc(C(F)(F)F)ccc1-n1cnc2ccccc21)c1ccccc1
20: O=C(NC1CC1)C1CCN(C2CCN(C(=O)c3ccc(C(F)(F)F)cc3)CC2)CC1
21: COc1cc2nc(Nc3ccc(C)c(Cl)c3)nc(N)c2cc1OC
22: CCc1nnc(NC(=O)CN2CCN(Cc3cccc(Cl)c3)CC2)s1
23: Cc1sc2nc(SCC(=O)Nc3cccc(C(=O)O)c3)[nH]c(=O)c2c1C
24: Cc1noc(C)c1C(=O)OCC(=O)NCCc1ccc(S(N)(=O)=O)cc1
assay / compound	17	18	19	20	21	22	23	24
Neddylation inh	i	i	i	i	+	i	i	i
E coli Lon inh	-10	5	7	-5	1	-6	5	0
CendR NRP1 mod	-11	4	12	0	-2	-1	-26	14
MT1-MMP act inh	1	17	0	-2	-1	-5	-2	0
SKN-1 block	2	37*	0	16	26	-8	7	4
FAS TE block	-16	-2	3	-2	2	-8	-5	-6
MsrA inh	x	-0.3	-0.6	-0.7	-0.1	-0.5	1.6	-0.3
Rin1-Abl PPI inh	-5	-16	1	-4	11	3	-1	0
MsrA act	-1	12*	-5	-2	-1	-4	0	-2

25: C=CCN1C(=O)CSc2ccc(C(=O)NCCC3=CCCCC3)cc21
26: Cc1ccc(CNC(=O)CCS(=O)(=O)c2ccc3c(c2)oc(=O)n3C)cc1
27: NC(=O)c1ncn([C@@H]2O[C@H](CNC(=O)[C@@H](N)Cc3cccnc3)[C@@H](O)[C@H]2O)n1
28: COC(=O)CSC1=C(C#N)C(c2ccc(C(C)C)cc2)CC(=O)N1 (configuration not stated)
29: CC(=O)Nc1ccc(N2C(=O)c3ccc(S(=O)(=O)c4ccc(C(=O)O)cc4)cc3C2=O)cc1
30: COc1cccc(C(=O)c2c[nH]c(C(=O)NCc3ccco3)c2)c1
31: Cc1ccn2cc(-c3nonc3C)cc2c1
32: Cc1ccc(-n2cc(-c3ccc([N+](=O)[O-])cc3)[nH]c2=S)c(C)c1
assay / compound	25	26	27	28	29	30	31	32
Neddylation inh	i	i	i	i	i	i	i	i
E coli Lon inh	-2	6	-5	-6	5	-3	25*	-19
CendR NRP1 mod	3	11	6	7	3	0	0	-16
MT1-MMP act inh	4	-2	2	2	2	0	-10	-30
SKN-1 block	11	23	1	1	-5	18	33	-3
FAS TE block	12	2	-10	-6	-5	-7	8	13
MsrA inh	2.2	-0.3	-0.2	0.1	0.0	0.8	-0.6	2.4
Rin1-Abl PPI inh	-2	-2	-1	0	-2	4	-3	-6
MsrA act	-7	0	-3	-2	-2	-3	-1	-4

33: CCN(CC)S(=O)(=O)c1ccc(Cl)c(C(=O)OC2CC(C)OC2=O)c1 (configuration not stated)
34: Cn1cncc1C#Cc1ccc2cc(CCO)oc(=O)c2c1
35: CC[C@@H]1[C@H]2CCCC(=O)N3CC[C@@H](C[C@@H]1Nc1ccccc1)[C@@H]23
36: CCOc1cc(C(=O)Nc2ccc(S(=O)(=O)NC3=NCCCCC3)cc2)cc(Br)c1OC
37: COc1cc(C2C(C#N)=C(N)Oc3c2oc(CO)cc3=O)ccc1OC(C)C (configuration not stated)
38: CC(C)NS(=O)(=O)c1ccc(CCC(=O)N2CCCC2)cc1
39: CC(=O)Nc1ccc(NC(=O)Nc2ccccc2)cc1
40: CNC(=S)N/N=C/c1ccc(OCc2ccccc2)c(Br)c1
assay / compound	33	34	35	36	37	38	39	40
Neddylation inh	i	+	i	i	i	i	i	i
E coli Lon inh	-7	-10	7	-2	-11	-1	-3	-7
CendR NRP1 mod	1	-9	5	-2	1	0	-1	15
MT1-MMP act inh	14	-2	-2	7	-2	-3	2	-1
SKN-1 block	-10	-3	-6	2	-19	2	-14	1
FAS TE block	-3	-9	2	16	-6	1	-8	-2
MsrA inh	0.9	1.7	0.7	-0.9	0.6	1.6	1.9	0.8
Rin1-Abl PPI inh	0	-1	4	2	-3	1	1	1
MsrA act	-1	-2	-2	-2	-2	-10	-3	-3

41: O=C(O)C1C(c2ccccc2)c2ccccc2C(O)C1CO (configuration not stated)
42: O=S(=O)(c1ccccc1)N1N=C(c2ccc(Cl)cc2)CC1c1ccco1 (configuration not stated)
43: CN(C)S(=O)(=O)c1cc(C(=O)O)c(NC2CCCCC2)cc1Cl
44: Cc1cc(C)n(-c2nc3ccccc3nc2N2CCC(C)CC2)n1
45: Cc1ccc2c(c1)[C@H]1[C@H](CO2)[C@H](c2ccccc2)[C@]2(C)C(=O)NCC(=O)N12
46: Fc1cccc(Cc2c(-c3ccco3)nc3ccc(Br)cn23)c1
47: Cn1ccnc1C1CCCCN1Cc1nc(Cc2cccc(C(F)(F)F)c2)no1 (configuration not stated)
48: COc1ccc(NC(=O)CN2CC(C)OC(C)C2)cc1Cl (configuration not stated)
assay / compound	41	42	43	44	45	46	47	48
Neddylation inh	i	i	i	i	i	i	i	i
E coli Lon inh	-4	0	2	1	-2	3	-3	-1
CendR NRP1 mod	-4	-23	-2	-2	15	-47	-4	2
MT1-MMP act inh	-2	-17	-2	-8	-2	-6	-2	3
SKN-1 block	2	15	98	21	11	1	8	2
FAS TE block	-5	18	-9	11	-11	7	-8	-5
MsrA inh	-0.8	-1.8	1.4	-0.6	-0.5	0.6	1.1	0.4
Rin1-Abl PPI inh	2	4	-2	0	-1	-45	-1	4
MsrA act	-3	-5	-11	0	3	-9	-1	-1

# 5 compounds from above, limited to CendR NRP1 mod.
No.	mol	CendR NRP1 mod
41	O=C(O)C1C(c2ccccc2)c2ccccc2C(O)C1CO (configuration not stated)	-4
42	O=S(=O)(c1ccccc1)N1N=C(c2ccc(Cl)cc2)CC1c1ccco1 (configuration not stated)	-23
43	CN(C)S(=O)(=O)c1cc(C(=O)O)c(NC2CCCCC2)cc1Cl	-2
44	Cc1cc(C)n(-c2nc3ccccc3nc2N2CCC(C)CC2)n1	-2
45	Cc1ccc2c(c1)[C@H]1[C@H](CO2)[C@H](c2ccccc2)[C@]2(C)C(=O)NCC(=O)N12	15

# New compounds follow.
49: COc1ccc(CN2CCN(C(=O)c3cccs3)CC2)cc1Br
50: CNc1cc(CSc2ccc(Cl)cc2)nc(C)n1
51: CCOC(=O)C(C#N)=C1CCC=C(C)C1
52: CCC(C)[C@H](NC(=O)N1CC(=O)Nc2ccccc21)C(=O)N1CCC[C@H]1C(=O)O (some centres not stated)
53: Cc1ccc(S(=O)(=O)N2CCN(C(=O)COC(=O)c3oc4ccccc4c3C)CC2)cc1
54: COc1ccccc1C(=O)N1c2ccccc2Sc2ccccc21
55: Cc1onc(-c2c(Cl)cccc2Cl)c1C(=O)N1CCN(Cc2ccccc2)CC1
56: CC(C)C(=O)OCc1cn(-c2ccc(Cl)c(Cl)c2)nn1
assay / compound	49	50	51	52	53	54	55	56
Neddylation inh	i	i	i	i	i	i	i	i
E coli Lon inh	-12	-4	0	1	-3	-3	-1	-8
CendR NRP1 mod	9	3	6	8	2	22	9	-8
MT1-MMP act inh	-1	6	2	-3	3	-9	-5	6
SKN-1 block	14	11	12	-6	14	17	5	0
FAS TE block	4	-2	-3	-5	23	19	-4	-3
MsrA inh	0.4	-0.9	0.0	0.9	-1.0	-0.6	-0.7	0.8
Rin1-Abl PPI inh	-3	1	-2	6	-3	1	2	-2
MsrA act	-1	-3	1	-5	-1	-2	-9	-5

57: O=C(NCc1ccco1)c1ccccc1SCC(=O)N1CCCC1
58: Nc1cc(Cl)ccc1N1CCCCC1
59: O=[N+]([O-])c1ccc(NN=Cc2cc(Br)ccc2O)nc1
60: O=C(CC(NC(=O)c1ccccc1)c1ccccc1)Nc1cccc2ccccc12 (configuration not stated)
assay / compound	57	58	59	60
Neddylation inh	i	i	i	i
E coli Lon inh	7	-4	-3	-7
CendR NRP1 mod	12	7	14	-6
MT1-MMP act inh	0	0	6	-5
SKN-1 block	-4	-17	5	-3
FAS TE block	-5	1	46	-13
MsrA inh	0.9	-0.7	0.6	0.2
Rin1-Abl PPI inh	0	0	0	1
MsrA act	-3	-5	-3	5

# Screening data deposited in PubChem by several laboratories.
